# Assay outcomes as filed in PubChem.
# BH1578 lux ind: inducers of Vibrio cholerae quorum light production without autoinducers, primary screen, BH1578 luxS cqsA deficient, single point; V. cholerae BH1578 lux reporter, luminescence, 6 h; activation, % at 18.7 µM; actives 0.16% (n = 350,000); in the data active = activation mostly above about 9.7%, no sharp cut-off; also: not every result past the cut was called active; inactives centre near 0; reference of the scale not given here
# PfHsp40 rescue: rescue of yeast from PfHsp40 toxicity, primary screen, S. cerevisiae, ATP luminescence; S. cerevisiae expressing PfHsp40, growth rescue; growth rescue, % at 12.5 µM; actives 0.68% (n = 340,000); in the data active = growth rescue above about 28%, passing the limit was not always enough;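 also: yeast W303a lacking pdr1 and pdr3 grown in galactose medium; growth measured after three days at 30 °C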
# FadD28 FP inh: inhibitors of FadD28 bisubstrate probe binding, primary screen, biochemical, fluorescence polarization, single point. Mycobacterium tuberculosis FadD28 fatty-acid-AMP ligase. inhibition, % at 12.5 µM. actives 0.22% (n = 360,000); in the data active = inhibition above about 8.5%, passing the limit was not always enough
# UGM FP inh: M. tuberculosis UGM enzyme inhibitors, primary screen, biochemical, fluorescence polarization, single point; UDP-galactopyranose mutase (Mycobacterium tuberculosis (strain ATCC 25618 / H37Rv)), …; purified UGM, fluorescence polarization probe displacement; inhibition, % at 10 µM; actives 0.06% (n = 320,000); AID 504406, 2011; in the data active = inhibition above about 10%, passing the limit was not always enough
# Target sequence (P9WIQ1 whole entry, looked up): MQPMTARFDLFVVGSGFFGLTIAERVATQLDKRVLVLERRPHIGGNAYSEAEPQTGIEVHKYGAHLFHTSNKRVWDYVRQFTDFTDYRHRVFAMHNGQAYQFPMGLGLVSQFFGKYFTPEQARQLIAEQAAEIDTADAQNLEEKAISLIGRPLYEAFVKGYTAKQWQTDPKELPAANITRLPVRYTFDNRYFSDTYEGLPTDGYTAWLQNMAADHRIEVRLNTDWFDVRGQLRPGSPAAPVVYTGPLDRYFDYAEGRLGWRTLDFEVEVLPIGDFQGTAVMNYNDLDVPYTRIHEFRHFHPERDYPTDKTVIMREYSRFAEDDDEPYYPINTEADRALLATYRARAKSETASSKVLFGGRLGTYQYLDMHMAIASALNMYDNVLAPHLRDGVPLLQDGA
# TcdB inh: TcdB glycohydrolase inhibitors, primary screen, biochemical, single point, plate reader | TcdB glycohydrolase enzymatic assay | inhibition, % at 9.99 µM | actives 0.24% (n = 350,000); in the data active = inhibition above about 10%
# Mtb FBA inh: Mtb FBA enzyme inhibitors, primary screen, biochemical, fluorescence, strain H37Rv. Fructose-bisphosphate aldolase (Mycobacterium tuberculosis (strain ATCC 25618 / H37Rv)), …. purified M. tuberculosis FBA, fluorescence read-out. inhibition, % at 1 µM. actives 2.3% (n = 360,000); in the data active = inhibition above about 27%;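 also: 0% = vehicle and 100% = reference inhibitor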
# Target sequence (P9WQA3 whole entry, looked up): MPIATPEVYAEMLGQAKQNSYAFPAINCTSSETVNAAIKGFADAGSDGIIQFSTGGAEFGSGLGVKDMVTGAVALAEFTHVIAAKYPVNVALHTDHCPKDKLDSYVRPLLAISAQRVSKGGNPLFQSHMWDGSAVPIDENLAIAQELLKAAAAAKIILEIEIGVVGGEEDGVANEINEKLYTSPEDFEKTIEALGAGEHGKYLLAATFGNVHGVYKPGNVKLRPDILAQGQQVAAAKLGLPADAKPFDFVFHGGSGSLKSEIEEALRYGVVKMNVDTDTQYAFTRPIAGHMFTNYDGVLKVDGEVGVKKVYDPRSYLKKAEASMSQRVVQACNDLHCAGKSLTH
# Yp Topo-I inh: Yersinia pestis topoisomerase I inhibitors, primary screen, biochemical, cleavage product accumulation, plate reader, single point; actives 0.064% (n = 360,000); activity, % at 10 µM; Y. pestis Topo-I cleavage product accumulation; in the data active = activity above about 50%, passing the limit was not always enough; also: inactives centre near 2
# GDH-TPI inh: GDH-TPI coupling enzyme inhibitors, primary screen, artefact control for M. tuberculosis FBA inhibitor project, biochemical, absorbance, full deck | GDH-TPI coupled enzyme counterscreen, NADH absorbance | inhibition, % at 4.8 µM | actives 1.2% (n = 360,000); in the data active = inhibition above about 30%;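 also: 0% = DMSO wells and 100% = wells lacking the enzyme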
# Mtb BioA inh: M. tuberculosis BioA enzyme inhibitors, primary screen, biochemical, plate reader, single point, HTS | 7,8-diaminopelargonic acid synthase BioA (Mycobacterium tuberculosis) | AID 602481, 2012 | inhibition, % at 9.99 µM | actives 0.096% (n = 360,000) | purified M. tuberculosis BioA enzyme; in the data active = inhibition above about 40%
# An asterisk follows results filed as active; i = inactive; . = no result given.
SMILES,BH1578 lux ind,PfHsp40 rescue,FadD28 FP inh,UGM FP inh,TcdB inh,Mtb FBA inh,Yp Topo-I inh,GDH-TPI inh,Mtb BioA inh
CCc1nc(N2CCN(C(=O)c3ccccc3)CC2)c(C#N)c2c1COC(C)(C)C2,-0.7,-0.1,-1.3,-0.3,.,23,10,12,-0.1
CC(C)(C)NC(=O)NC(=O)COC(=O)C1c2ccccc2Oc2ccccc21,-0.4,-1.1,-2.0,0.1,0.3,6,-3,5,11
COc1ccc(NC(=O)C(C)N2c3cccc4cccc(c34)S2(=O)=O)cc1OC (stereo unspecified),-0.6,-0.5,-2.2,0.9,.,9,24,7,-0.4
O=C(c1ccc2c(c1)OCO2)N(CC1CCCO1)C1(C(=O)NC2CCCC2)CCCCC1 (stereo unspecified),i,-0.5,-3.6,-3.4,.,-12,3,9,1.3
Cc1cc(CNC(=O)C(C)Cc2ccccc2)nn1C (stereo unspecified),-0.9,-1.4,-0.7,-3.6,-0.3,-1,3,5,-0.6
O=C(Nc1cccnc1N1CCOCC1)c1cc2ccccc2oc1=O,i,-1.2,-2.5,-3.4,.,-4,-2,11,-1.0
O=C(COC(=O)c1ccc(Br)o1)c1ccc(S(=O)(=O)N2CCCCC2)cc1,i,-0.7,-2.3,1.7,-0.2,2,1,2,0.0
C/C=C1\NC(=O)[C@H](C)NC(=O)[C@@H](NC(=O)[C@H](Cc2ccc(O)cc2)NC(=O)[C@@H](NC(=O)/C(C)=C/C)C(C)C)[C@@H](C)OC(=O)[C@H](CCCc2ccc(O)cc2)NC(=O)[C@@H](CCC(=O)O)NC1=O,.,.,-0.4,.,3.7,2,.,.,-3.2
CC1CCN(C(NC(=O)c2ccco2)C(=O)c2ccccc2)CC1 (stereo unspecified),i,0.2,-3.5,3.4,.,-1,6,-4,-1.4
Cc1nn(CC(=O)NCC(C)c2ccccc2)c(=O)c2cc3occc3n12 (stereo unspecified),-0.1,-1.6,-2.9,0.3,0.6,0,-1,-14,0.1
N#CCSc1nc2[nH]ncc2c(=O)n1-c1ccccc1Br,-25,0.6,-7.1,0.7,.,8,-3,11,7.6
CCN(C[C@H]1N[C@@](C)(C(=O)OC)[C@H]2C(=O)N(C)C(=O)[C@@H]12)C(=O)c1ccc(F)cc1,i,6.9,-1.4,.,-0.2,-1,-1,5,-0.6
Cc1ccc(NC(=O)C2C3CCCC2C3c2ccccc2)c(C)c1 (stereo unspecified),i,0.2,-4.0,-0.7,-1.4,8,10,-1,.
O=C(N/N=C/c1ccc(N2CCOCC2)c([N+](=O)[O-])c1)c1ccc(F)cc1,i,-0.3,-2.0,-0.5,.,-1,-1,15,1.3
COc1ccc([C@H]2CC(=O)C=C(c3ccccc3)C2)cc1,i,4.5,-7.9,-6.6,.,2,29,-3,3.0
Cc1c(Cl)cccc1NC(=S)NN1CCOCC1,-0.7,-0.1,-4.8,-1.0,.,-1,2,3,-1.3
Cc1ccc(C)c(NC(=S)NC(NC(=O)N(C)C)C(Cl)(Cl)Cl)c1 (stereo unspecified),i,0.5,-0.5,-0.9,.,1,-2,7,-0.8
O=C(Cn1cnc([N+](=O)[O-])c1)NCCc1ccccc1,-0.3,-1.1,-1.4,-3.8,-2.4,0,0,18,-2.1
CCN1CCN(S(=O)(=O)c2ccc(Cl)c(C(=O)NCCc3ccccc3)c2)CC1,i,-1.9,-0.9,3.3,-0.2,-3,6,-6,.
N#C/C(=C/c1ccc(N2CCCCCC2)o1)c1ccc(F)cc1,-0.3,-0.6,-0.8,-0.8,.,-2,-2,13,-1.3
O=C(NCCC(=O)N1CCN(S(=O)(=O)c2ccccc2Cl)CC1)Nc1ccccc1,i,0.3,-4.8,3.2,0.8,-1,8,-7,.
Cc1cc(=O)[nH]c(SCC(=O)N2C(C)CCCC2C)n1 (stereo unspecified),-0.2,-0.9,-0.5,2.3,0.2,-1,-5,-2,-2.8
CN(C)C(=O)CSc1cccc2cccnc12,-0.8,0.3,0.4,-0.4,.,18,2,6,2.1
CCNc1nc(NCC)n2c(SCC(=O)Nc3ccccc3Cl)nnc2n1,7.3,0.5,-2.8,.,0.9,-1,9,-1,.
Cc1ccc(-c2nc(C3CCCN(S(=O)(=O)c4ccc(C(F)(F)F)cc4)C3)no2)cc1 (stereo unspecified),-1.4,0.4,-1.8,1.4,.,-1,6,4,-0.4
O=C(CN1C(=O)c2ccccc2S1(=O)=O)NCCC1=CCCCC1,-0.4,-0.5,0.5,-0.3,.,18,-3,-4,-3.7
COc1ccc(S(=O)(=O)N(CCCN2CCOCC2)Cc2cccc(OC)c2OC)cc1,0.1,-0.8,-0.6,0.5,.,5,14,4,.
CC(C)c1cccc(C(C)C)c1NC(=O)CCN1C(=O)NC2(CCCC2)C1=O,-0.7,-0.1,-0.7,1.6,-1.1,-1,-2,8,7.2
Cc1ccc(C(=O)Nc2cccnc2)cc1S(=O)(=O)N1CCCC1,i,0.1,-1.1,-0.7,1.0,6,3,7,19
CC(=O)N[C@@H](Cc1ccc(OC(F)(F)F)cc1)C(=O)O,-0.5,-0.6,-2.1,-3.2,2.0,2,-8,-1,.
COc1cc(-c2noc(C)c2C(=O)NCCc2ccccc2)cc(OC)c1OC,-11,-1.1,0.0,-4.5,0.7,3,-9,8,-1.3
NC(=O)c1cccc(-c2ccnc3c2CC(C(=O)NCc2ccccc2)O3)c1 (stereo unspecified),-0.2,.,-0.9,.,0.7,5,-3,4,0.0
COc1cc(NC(=S)N2CCC(C(N)=O)CC2)c(OC)cc1Cl,-2.3,1.0,-0.6,-1.6,0.6,2,9,2,.
Cc1ccc(S(=O)(=O)N(C)C)cc1NC(=O)C(C)OC(=O)c1cc[n+]([O-])cc1 (stereo unspecified),-3.3,-0.9,-0.3,-3.4,0.4,-1,2,-2,-1.3
Cc1ccc(S(=O)(=O)Nc2ccc(NC(=O)Nc3cccc(C(F)(F)F)c3)cc2)cc1,-0.2,0.7,-3.4,1.8,-3.0,-2,-17,-4,.
Cc1ccc(S(=O)(=O)C(C#N)c2nc3ccccc3nc2N2CCCC2)cc1C (stereo unspecified),i,-0.2,-2.9,0.6,1.3,15,8,4,-1.1

# An excerpt from above in order of count of non-hydrogen atoms, ascending.
SMILES,BH1578 lux ind,PfHsp40 rescue,FadD28 FP inh,UGM FP inh,TcdB inh,Mtb FBA inh,Yp Topo-I inh,GDH-TPI inh,Mtb BioA inh
Cc1cc(=O)[nH]c(SCC(=O)N2C(C)CCCC2C)n1 (stereo unspecified),-0.2,-0.9,-0.5,2.3,0.2,-1,-5,-2,-2.8
COc1ccc([C@H]2CC(=O)C=C(c3ccccc3)C2)cc1,i,4.5,-7.9,-6.6,.,2,29,-3,3.0
Cc1ccc(C)c(NC(=S)NC(NC(=O)N(C)C)C(Cl)(Cl)Cl)c1 (stereo unspecified),i,0.5,-0.5,-0.9,.,1,-2,7,-0.8
O=C(Nc1cccnc1N1CCOCC1)c1cc2ccccc2oc1=O,i,-1.2,-2.5,-3.4,.,-4,-2,11,-1.0
Cc1nn(CC(=O)NCC(C)c2ccccc2)c(=O)c2cc3occc3n12 (stereo unspecified),-0.1,-1.6,-2.9,0.3,0.6,0,-1,-14,0.1

# (list continues)
SMILES,BH1578 lux ind,PfHsp40 rescue,FadD28 FP inh,UGM FP inh,TcdB inh,Mtb FBA inh,Yp Topo-I inh,GDH-TPI inh,Mtb BioA inh
CC(=O)Nc1cc2c(cc1C(=O)c1ccc(C)cc1)OCCO2,-3.2,-2.4,0.6,-1.1,.,1,3,10,-2.1
CCn1c2ccccc2c2cc(NC(=O)COC(=O)c3ccccc3Br)ccc21,i,-0.3,-3.6,-2.6,0.5,-7,-9,2,-1.8
Cc1cc(C)cc(NC2=NC3(CCCCC3)N=C(N)N2)c1,i,-0.8,-1.1,-1.9,.,1,1,7,0.2
N#Cc1c(N)oc(-c2cccs2)c1-c1cccs1,-0.7,-0.1,-1.1,0.5,.,-1,-3,15,1.1
CS(=O)(=O)N1CCC(C(=O)NCc2ccccc2)CC1,i,-0.9,-1.9,0.0,0.0,0,6,4,.
CC(OC(=O)CCN=C1NS(=O)(=O)c2ccccc21)C(=O)Nc1ccc(F)cc1Cl (stereo unspecified),i,0.6,-3.0,2.5,2.5,-2,2,4,.
COc1ccccc1-n1c(CNCC2CCCO2)nc2ccccc2c1=O (stereo unspecified),1.6,0.6,2.3,0.3,-1.5,1,5,-1,.
CN(CCN1CCOCC1)Cc1nc(-c2ccc(Cl)cc2)no1,-0.8,-0.4,-2.7,-4.3,-0.1,0,3,-3,0.3
NCCNC(=O)Cc1cccc(NC(=O)Cc2ccc(Nc3ncnc4c3ncn4[C@@H]3O[C@H](CO)[C@@H](O)[C@H]3O)cc2)c1,i,2.0,-2.9,1.5,0.3,4,2,7,0.6
COc1ccccc1-c1cc(C(=O)N2CCN(c3ccccc3OC)CC2)no1,-0.2,-0.5,-1.7,1.1,1.1,0,16,3,-6.9
COc1ccc(-c2cc(C(=O)Nc3c(C)n(C)n(-c4ccccc4)c3=O)no2)cc1OC,3.6,6.7,-0.2,0.5,1.3,2,-4,3,.
CC1(C)O[C@@H]2C[C@H]3[C@@H]4C[C@H](F)C5=CC(=O)CC[C@]5(C)[C@H]4[C@@H](O)C[C@]3(C)[C@]2(C(=O)CO)O1,-0.4,2.1,-1.1,-1.6,2.0,-2,-1,6,0.4
O=C(CCCOc1ccc(Cl)cc1Cl)NCc1ccncc1,-0.3,0.9,0.3,1.8,0.3,-1,7,0,0.9
CCc1cc2c(SCC(=O)Nc3ncc(Cl)c(C)c3Cl)ncnc2s1,-0.6,-0.6,-0.2,-1.0,1.8,1,40,12,-2.8
CSC(=Nc1ccccc1)C(C#N)c1nc2ccccc2[nH]1 (stereo unspecified),-0.3,-1.1,-5.6,-0.8,-1.6,-4,12,8,-2.4
COc1cccc(CNC(=O)CCS(=O)(=O)c2cccc3nsnc23)c1,i,-0.3,-2.4,-2.5,.,-2,1,-4,.
O=C(N1CCOCC1)N1CCC(c2nc(-c3ccc(S(=O)(=O)N4CCOCC4)cc3)no2)CC1,i,0.7,0.2,0.1,.,7,-7,10,2.9
Cc1ccc(-n2[nH]c(C)c(C=NC34CN5CN(CN(C5)C3)C4)c2=O)cc1C,0.0,-3.5,-4.3,1.2,.,-1,-10,0,1.2
CCN1CCc2nc(NC(=O)c3ccccc3)sc2C1,-2.8,2.4,-3.8,-0.8,.,-1,11,33*,-2.4
Cc1ccsc1C(=O)C1CCCN(CCO)C1 (stereo unspecified),0.4,-1.0,-0.8,-0.5,0.1,6,-3,9,.
CCOC(=O)c1c(C=O)c2ccccc2n1CC,-0.3,1.0,0.1,0.9,1.4,2,2,7,.
CCn1cc(/C=C(\NC(=O)c2ccccc2F)C(=O)N2CCN(C)CC2)c2ccccc21,-1.6,.,-0.8,.,0.8,1,-3,39*,-0.4
CCOC(=O)C1=C(C)N=C2SCCC(=O)N2C1c1cc(Br)ccc1OC (stereo unspecified),12,0.3,-1.7,0.2,.,0,-5,7,.
Cc1ccc(/C=N/NC(=O)CNC(=O)c2ccc(S(=O)(=O)N3CCCC3)cc2)o1,-0.6,-1.3,-0.6,-2.2,-0.1,-5,-2,11,.
CCN1C(=O)CC(N2CCN(c3ccc(Cl)cc3)CC2)C1=O (stereo unspecified),i,-0.2,-0.3,1.8,.,5,0,9,-0.9
CN(CCC1CCOCC1)C(=O)CC1C(=O)NCCN1CC1CCCCC1 (stereo unspecified),-0.2,-0.6,-0.6,1.7,0.4,2,-7,7,.
O=C(CSc1nc2ccccc2c(=O)n1-c1ccc(Cl)cc1)N/N=C/C=C/c1ccccc1[N+](=O)[O-],i,-1.3,-3.4,-0.8,0.6,-1,0,6,-0.6
NS(=O)(=O)c1ccc(NCc2cc(Cl)ccc2OCc2ccc(F)cc2)cc1,-1.0,-1.3,-0.7,4.2,-0.5,-1,12,5,-0.6
